IMPase inh: IMPase inhibition in cells; P97697; CHO-M1 cells, IP1 accumulation, HTRF TR-FRET ratio; inhibition (IP1 accumulation), % at 46.1 µM; 120,000 tested, under 10 active; active = well fitted curve in the direction sought with a large enough effect in the signal ratio, not every such curve was filed as active; inconclusive = small, poorly fitted or top-dose-only effect, or a change in a side signal; inactive = no such curve, though single readings can be large or run the other way; the % refers to the signal ratio;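 also: cells stimulated with carbachol in lithium chloride buffer; plate controls were DMSO basal wells for no effect and reference inhibitor wells for full effect; higher means more IMPase inhibition seen as more IP1 and lower FRET ratio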
Target sequence (P97697 whole entry, looked up): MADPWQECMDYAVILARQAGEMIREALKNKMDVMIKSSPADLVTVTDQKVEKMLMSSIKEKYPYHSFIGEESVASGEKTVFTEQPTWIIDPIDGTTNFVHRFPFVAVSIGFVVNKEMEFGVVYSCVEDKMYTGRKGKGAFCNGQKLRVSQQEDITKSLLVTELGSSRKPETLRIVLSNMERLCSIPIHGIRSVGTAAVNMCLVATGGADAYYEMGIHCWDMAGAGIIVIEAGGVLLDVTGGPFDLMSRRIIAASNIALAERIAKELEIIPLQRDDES
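The IP-One HTRF competitive assay in carbachol-stimulated CHO-M1 cells quantifies cellular IP1. Compounds spanned up to 46 uM final, and activity is expressed as AC50 from concentration-response fits of the ratio and donor data.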
* hit, by the source's call; ? = inconclusive. Only part of the results is shown; count on the stated rates, not on these rows.

smiles | IMPase inh
Cc1ccnc(NC(c2cc(C)ccc2O)c2ccc3cccnc3c2O)c1 (stereo unspecified) | 6.5
COc1ccc(-c2cc(C(=O)OCC(=O)c3cccc(OC)c3)c3cccc(Cl)c3n2)cc1 | 0.3
O=C(NCCCN1CCN(c2ccc(F)cc2)CC1)Nc1ccc(Cl)cc1 | -2.7
CCOc1cc(Br)cc(C2NC(=O)c3c(sc4c3CCN(C)C4)N2)c1O (stereo unspecified) | -7.6
CC(C)Oc1cccc(C(=O)Nc2ccc3oc(-c4cccc(Cl)c4)nc3c2)c1 | -5.4
COc1cc(C(=O)Nc2ccc(NC(=O)c3ccc(Br)cc3)cc2)cc(OC)c1OC | ?
CCOc1ccc(Nc2nc(C)c(NC(=O)c3ccc(C)cc3)c(Nc3ccc(OCC)cc3)n2)cc1 | 9.2
O=C1c2ccccc2C(=O)C1(c1ccccc1)N1CCN(c2cccc(Cl)c2)CC1 | 11.2
COc1cc(OC)cc(C(=O)Nc2ccc3oc(-c4ccccc4C)nc3c2)c1 | -0.7
CCOc1cc(C2NC(=O)c3c(sc4c3CCN(C)C4)N2)ccc1OC(=O)c1ccccc1Cl (stereo unspecified) | -3.8
COc1ccc(-c2nc3n(n2)C(c2ccc(OC)cc2)C(C(=O)Nc2cccnc2)=C(C)N3)cc1 (stereo unspecified) | ?
COc1cccc(C(=O)CC2(O)C(=O)Nc3ccc(Cl)cc32)c1 (stereo unspecified) | 13.3

Carrying on.
smiles | IMPase inh
Cc1ccccc1Nc1c(-c2ccc(N3CCOCC3)cc2)nc2cccc(C)n12 | -0.9
CCOC(=O)c1c(-c2ccccc2)oc2ccc(NS(=O)(=O)c3ccc(C)cc3)cc12 | -11.7
COc1ccc(NC(=O)c2ccco2)cc1NC(=O)c1cccc(C)c1OC | 3.5
Cc1cc2oc3c(c(=O)c2cc1C)C(c1ccc(C(C)C)cc1)N(c1nc(C)c(C)s1)C3=O (stereo unspecified) | ?
CCCn1c(=O)sc2cc(NC(=O)c3ccccc3Cl)ccc21 | 3.1
COc1ccc(-c2noc(-c3ccc(C)cc3Cl)n2)cc1OC | ?
CCCCS(=O)(=O)c1nc(-c2ccc(Br)cc2)cc(-c2ccccc2)c1C#N | -15.4
COc1ccc(Nc2nc(N)c3cc(OC)c(OC)cc3n2)cc1 | 5.3
CC1=C(C(=O)OC2CCCCCC2)C(c2ccc(Cl)cc2)CC(=O)N1 (stereo unspecified) | 2.5
Cc1cccc(N2CCN(C(=O)c3ccc(Nc4nc5ccccc5n5nnnc45)cc3)CC2)c1C | 6.7
Cc1ccccc1NC(=O)NCCc1c[nH]c2ccccc12 | -1.5
CCc1ccc(NC(=O)CN2C(=O)c3cccc4cccc2c34)cc1 | -2.3

Following part
smiles | IMPase inh
COc1ccc(C(=O)Nc2ccc(-c3cc4ccccc4oc3=O)c(C)c2)cc1Br | -1.6
Cc1ccc2oc(-c3ccc(NC(=O)c4oc5ccc(Cl)cc5c4C)cc3)nc2c1 | -2.6
Cc1ccc(NC(=O)c2sc3nc(-c4ccc(F)cc4)ccc3c2N)cc1F | -8.2
C#CCOc1ccc(C2C(C(=O)OC)=C(C)NC3=C2C(=O)c2ccccc23)cc1OCC (stereo unspecified) | 6.5
Cc1cc(F)ccc1NS(=O)(=O)c1c(C)nc2scc(C)n2c1=O | 2.5
Cc1cc(Br)cc(C)c1OCC(=O)Nc1ccc(S(=O)(=O)Nc2ncccn2)cc1 | 10.9
O=C(O)c1ccccc1C(=O)Nc1ccc(Br)c2cccnc12 | -2.1
Cc1ccc(Cl)cc1N1CCN(CCNC(=O)Nc2ccccc2Cl)CC1 | ?
COc1ccc(Cl)cc1NC(=O)CN(C)S(=O)(=O)c1ccc(Br)s1 | 4.6
NC1=NC(c2cccc(Cl)c2)n2c(nc3ccccc32)N1 (stereo unspecified) | -5.8
COC(=O)c1ccc2nc(C)cc(Nc3cccc(Cl)c3C)c2c1 | 8.8
O=C(c1ccc(F)cc1)n1nc(-c2ccc(Cl)cc2)nc1NCc1ccco1 | -4.1

(continued)
smiles | IMPase inh
CCOC(=O)C1(C)C=C(Nc2ccc(C(=O)O)cc2)C(=O)N1c1ccc(C(=O)O)cc1 (stereo unspecified) | 1.1
COc1cc(Cl)c(C)cc1NC(=O)Cn1cc(S(=O)(=O)N2CCN(c3ccccc3F)CC2)c2ccccc2c1=O | 8.8
Cc1cc(-c2ccccc2)nc2cc(C(=O)Nc3cc(C(F)(F)F)ccc3Cl)nn12 | -5.3
Cc1ccc(NS(=O)(=O)c2ccc3nc(-c4ccccc4)[nH]c3c2)cc1Cl | ?
COC(=O)c1c(NC(=O)CCCOc2cccc(C)c2)sc2c1C(C(=O)OC)CC2 (stereo unspecified) | 2.0
Cc1ccccc1-c1nc(NC(=O)CSc2ncnc3sc4c(c23)CCCC4)ns1 | 1.1
CCOc1ccc(NC(=O)C2CC(=O)NC(=Nc3ccc(Cl)c(Cl)c3)S2)cc1 (stereo unspecified) | 0.9
COC(=O)c1c(NC(=O)c2ccc(OC)cc2OC)sc2c1CCCCC2 | -0.9
CC(=O)c1c(C)oc2ccc(N(C(=O)Oc3ccccc3)S(=O)(=O)c3ccccc3)cc12 | ?
COc1ccc(/C=C(\C#N)c2nc(-c3ccc(Cl)c(Cl)c3)cs2)cc1OC | -8.7
Cc1ccc(NC(=O)CSc2nc(-c3cccs3)cc(C(F)(F)F)n2)cc1C | 2.9
CCOc1ccccc1C(=O)Nc1ccc(S(=O)(=O)Nc2onc(C)c2C)cc1 | -5.1

(listing goes on)
smiles | IMPase inh
CCOC(=O)c1ccccc1NC(=O)Nc1cc2c(cc1N1CCCCC1)n(C)c(=O)n2C | 10.9
O=C(C1CCC(CNS(=O)(=O)c2ccc(Br)s2)CC1)N1CCN(c2ccccc2Cl)CC1 (stereo unspecified) | 8.2
O=C(Cn1c(=O)n(CCCS(=O)(=O)C2CCCCC2)c(=O)c2ccccc21)Nc1ccccc1F | -26.2
COc1ccc(N(C(=O)c2cccc(C)c2)S(=O)(=O)c2ccc(C)cc2)cc1 | 1.7
COc1ccc(C(=O)Nc2c(C(=O)c3ccc(F)cc3)oc3ccccc23)cc1 | -4.5
COc1ccccc1N(CC(=O)Nc1ccccc1F)S(C)(=O)=O | 1.8
Cc1ccc(C2C=C(c3ccccc3)Nc3nc(NS(=O)(=O)c4ccccc4)nn32)cc1 (stereo unspecified) | -6.7
CCOc1cc(CNc2ccc(O)cc2)ccc1OCc1ccc(Cl)cc1 | 11.7
CCOc1cc(CNc2ccc(C(=O)O)cc2)ccc1OCc1ccccc1 | 1.5
CC(C)c1nc2sc3c(N4CCCCC4)ncnc3c2c2c1CCCC2 | 7.8
Cc1ccc(Cl)cc1N1CCN(CCCNC(=O)c2nnc(Cc3cccc(Cl)c3)o2)CC1 | 19.2
CCOc1ccc(C(=O)Nc2cccc(NC(=O)c3ccc(C(C)(C)C)cc3)c2)cc1Br | -3.5

Additional results:
smiles | IMPase inh
COc1ccc(C(=O)CC2(O)C(=O)N(CCc3ccccc3)c3ccc(Br)cc32)cc1OC (stereo unspecified) | 3.2
COc1ccc(N2CCN(CCCNC(=O)Nc3ccccc3Cl)CC2)cc1 | 5.6
Cc1cccc(N2CCN(S(=O)(=O)c3ccc4oc(=O)c5ncn(C)c5c4c3)CC2)c1C | -7.8
CCOc1ccc(N(CC)C(=O)CCc2nc(-c3ccccc3F)no2)cc1 | 6.5
COCCN1C(=O)c2oc3ccc(C)cc3c(=O)c2C1c1ccc(C(=O)OC)cc1 (stereo unspecified) | 1.6
CCN(Cc1ccccc1)Cc1c(O)ccc2c(=O)c(-c3ccc(Cl)cc3)c(C(F)(F)F)oc12 | ?
Cc1ccc(CNC(=O)c2cccc(Nc3nc4ccccc4n4nnnc34)c2)cc1 | 9.4
O=C(CSc1ncc(-c2ccccc2)[nH]1)Nc1ccc(F)cc1F | 1.3
Cc1ccc(NC(=O)CSc2nnc(C)s2)c(C)c1 | -5.3
Cc1cccc(N2CCN(C(=O)C3CCN(S(=O)(=O)c4c(C)noc4C)CC3)CC2)c1C | 7.9
CCOC(=O)C1CCN(CCC(=O)Nc2ccc(Br)c(C)c2)CC1 | -9.5
COc1ccc(-n2cc(-c3ccc4c(c3)OCO4)n(CC(=O)Nc3cccc(C)c3C)c2=O)c(OC)c1 | 9.2

Further records.
smiles | IMPase inh
Cc1cc(C)c(Cn2c(=O)n(CCC(=O)NCCc3ccccc3)c(=O)c3ccccc32)c(C)c1 | 2.9
CC1(C)CC(=O)c2c(oc3c(Cl)cc(NS(=O)(=O)c4ccc(Cl)cc4)cc23)C1 | -1.5
CCOC(=O)c1c(C)oc2ccc(N(C(=O)c3ccncc3)S(=O)(=O)c3ccc(F)cc3C)cc12 | 10.9
COc1ccc(-c2c(C#N)c(SCC(=O)Nc3ccc(C)c(C)c3)nc(C)c2C(=O)Nc2ccccc2)cc1OC | 1.6
Fc1ccc(-c2cn3cc(Cc4ccccc4)sc3n2)cc1 | -2.4
CCCCCN1C(C(=O)c2ccccc2)=C(NC(=O)c2ccc(C)cc2)c2ccccc2S1(=O)=O | -8.1
CCOC(=O)CCn1nc(-c2ccc(C)cc2)c2ccccc2c1=O | 2.0
CCCOc1ccc(/C=C/C(=O)Nc2sc3c(c2C(=O)OCC)CCC(C)C3)cc1OC (stereo unspecified) | -8.9
CC1=C(C(=O)Nc2ccc(C)cc2)C(c2ccccc2Cl)n2nnnc2N1 (stereo unspecified) | -10.9
COc1ccc(Cl)cc1-n1c(CCC(=O)O)ccc1-c1ccc(C)cc1 | 1.7
Cc1ccc(-n2c(SCCC(C)C)nc3sc4c(c3c2=O)CC(C)(C)OC4)cc1 | -5.7
N#Cc1c(-c2ccccc2)cc(-c2ccccc2)nc1SCC(O)CS(=O)(=O)Cc1ccc(Cl)cc1 (stereo unspecified) | -10.8

Following part:
smiles | IMPase inh
O=C(COc1ccc(Cl)cc1)Nc1ccc(-c2nc3cc(Cl)ccc3o2)c(O)c1 | -9.2
O=C(c1ccco1)n1nc(-c2ccccc2)nc1NCc1ccc(F)cc1 | -9.5
Cn1c(=O)c2c(ncn2CC(=O)Nc2cccc(C(F)(F)F)c2)n(C)c1=O | -20.0
CCCCCC(=O)Nc1ccc(NC(=O)c2cc3ccccc3o2)c(OC)c1 | -2.6
COc1ccc(-c2cc(C(F)(F)F)nc(SCC(=O)NCCc3ccccc3)n2)cc1OC | -0.8
Cc1cc(NC(=O)c2ccc(Cl)c(Cl)c2)ccc1-c1cc2ccccc2oc1=O | -11.0
Cc1ccc(C)c(OCCOCCn2c(-c3ccc(Br)cc3)nc3ccccc3c2=O)c1C | -6.5
COc1ccc(/C=C/C(=O)Nc2sc3c(c2C(N)=O)CCC(C)C3)cc1OC (stereo unspecified) | 0.2
Cn1c(=O)c2c(nc(NCCc3ccccc3)n2Cc2ccccc2Br)n(C)c1=O | -7.1
O=C(C1CCCN(S(=O)(=O)c2ccc(Br)s2)C1)N1CCN(c2ccccc2)CC1 (stereo unspecified) | ?
COc1ccc(/C=C/C(=O)Nc2sc3c(c2C(N)=O)CCCC3)cc1 | -6.7
CCCNC(=O)CCSc1nc(-c2ccc3c(c2)OCO3)cc(C(F)(F)F)n1 | 7.3

Other structures.
smiles | IMPase inh
COc1ccc2[nH]cc(CCNC(=O)Nc3ccccc3C)c2c1 | -13.3
Cc1cc(S(=O)(=O)Nc2cc3c(cc2NCc2ccccc2)n(C)c(=O)n3C)ccc1F | 2.9
Cc1ccc(S(=O)(=O)c2nc(-c3ccccc3F)oc2NCc2ccccc2)cc1 | 20.9
COc1ccc(N(C(=O)c2ccccc2)S(=O)(=O)c2ccc3c(c2)n(C)c(=O)n3C)cc1 | 2.0
Cc1cc(NC(=O)CN2CCC(C)CC2)nc2c1c(=O)oc1ccccc12 | ?
COc1ccc(C)cc1NC(=O)CSc1nc2ccccc2nc1N1CCOCC1 | -2.0
CCOC(=O)c1cnc2ccc(Br)cc2c1NCCN1CCOCC1 | -6.7
COc1ccc(CCN2C(=O)c3oc4ccc(F)cc4c(=O)c3C2c2ccc(C(C)(C)C)cc2)cc1 (stereo unspecified) | 0.1
Cc1ccc(-c2nn3c(-c4ccccc4)nnc3c3ccccc23)cc1 | 28.0
Cc1ccc(-c2nnc3c4ccccc4c(C)nn23)cc1NC(=O)c1ccccc1 | -3.6
Brc1cccc(-c2nnc(CN3CCN(c4ccccn4)CC3)o2)c1 | -5.8
COc1ccc(NC(=O)CSc2nc(-c3cccs3)cc(C(F)(F)F)n2)cc1Cl | -5.2

A different layout for some results above:
> Brc1cccc(-c2nnc(CN3CCN(c4ccccn4)CC3)o2)c1
  IMPase inh = -5.8
> COc1ccc(N(C(=O)c2ccccc2)S(=O)(=O)c2ccc3c(c2)n(C)c(=O)n3C)cc1
  IMPase inh = 2.0
> COc1ccc(CCN2C(=O)c3oc4ccc(F)cc4c(=O)c3C2c2ccc(C(C)(C)C)cc2)cc1 (stereo unspecified)
  IMPase inh = 0.1
> COc1ccc(C)cc1NC(=O)CSc1nc2ccccc2nc1N1CCOCC1
  IMPase inh = -2.0

Going on with the list:
smiles | IMPase inh
Cc1ccc2oc3c(c(=O)c2c1)C(c1ccc(O)cc1)N(Cc1ccc2c(c1)OCO2)C3=O (stereo unspecified) | 2.2
COc1cc(C(=O)n2nc(C)c(Sc3ccc(Cl)cc3)c2C)cc(OC)c1OC | -2.1
Cc1c(-c2ccccc2)nc2c(Cl)cccc2c1C(=O)OCC(=O)c1ccc(F)cc1 | 2.1
CCN(C(=O)Cn1c(=O)n(CCCS(=O)(=O)C2CCCCC2)c(=O)c2ccccc21)c1cccc(C)c1 | 1.3
CCc1ccc(OCC(=O)Nc2cc3oc4ccccc4c3cc2OC)c(Br)c1 | 6.6
